# TrxR1 substrate: substrates of rat thioredoxin reductase 1; purified TrxR1 substrate turnover, NADPH consumption readout; AID 588456; Potency, µM (highest dose often 114 µM), for inactives: at the top dose activity change, negative = substrate turnover; O89049; 390,000 tested, 0.01% active; also: potency is read from the fitted curve at half-maximal effect; % is scaled to controls: 0 for no effect and ±100 for the full control effect; nearly all actives have a fitted effect of over 50% in size
#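 Rat TrxR1, dispensed at 90 nM, was prereduced with 400 uM NADPH (final) for 5 min at ~22 deg C, then incubated with compound 15 min before 400 uM selenite. A first-read NADPH fluorescence drop versus no-compound background flagged substrates.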
# PI4K2A block: PI4K2A (human) kinase inhibition. Q9BTU6. 420,000 tested, 0.13% active. purified PI4K2A, ADP-Glo luminescence, 1 h; active compounds read low. activity change, negative = inhibition, % at 76.9 µM. AID 1346378; in the data active = activity change below about -50%; inconclusive = mostly about -30% to -49%;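 also: -100% = wells without enzyme as full effect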
#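 PI4K2A activity was measured by ADP-Glo luminescence: enzyme (4 ug/mL stock) and phosphatidylinositol (1.2 mM stock) in Tris pH 7.5/MgCl2/EGTA/Triton X-100 buffer were reacted with ATP (300 microM stock) for one hour at ambient temperature.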
# TRHR agonist: TRH receptor (human) agonism; P34981; 360,000 tested, 0.18% active; activation, % at 2 µM; AID 493084; TRHR cells, calcium flux fluo-8, FDSS agonist mode; in the data active = activation above about 30%; also: 0% is about no effect
# Target sequence (P34981 whole entry, looked up): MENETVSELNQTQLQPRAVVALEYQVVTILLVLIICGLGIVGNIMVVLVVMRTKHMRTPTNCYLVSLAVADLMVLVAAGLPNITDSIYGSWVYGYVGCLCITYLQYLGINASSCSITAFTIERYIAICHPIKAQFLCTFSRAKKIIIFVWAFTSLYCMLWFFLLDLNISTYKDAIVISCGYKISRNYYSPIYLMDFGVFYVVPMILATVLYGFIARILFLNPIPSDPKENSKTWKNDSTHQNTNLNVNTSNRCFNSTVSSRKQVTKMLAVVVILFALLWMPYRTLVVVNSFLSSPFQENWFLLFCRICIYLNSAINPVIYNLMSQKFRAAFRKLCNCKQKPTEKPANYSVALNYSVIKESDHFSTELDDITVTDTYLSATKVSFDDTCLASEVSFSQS
#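 Agonist-mode FDSS calcium read (Ex 480/Em 530, 1 s cycles) in 1536-well TRHR cells with fluo-8 dye, after 10-cycle baseline and 23 nL compound addition; TRH at EC20 (10 nM final) added afterwards for the enhancer phase.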
# mIDH1 inhibitor: human IDH1 R132H inhibition | O75874 | IDH1-R132H enzyme, NADPH consumption, diaphorase/resazurin fluorescence | Potency, µM (titrated, usually from 76.6 µM), inactives show at the top dose activity change, negative = inhibition, actives largely listed as inhibitors | 390,000 tested, 0.093% active | AID 602179; also: potency is read from the fitted curve at half-maximal effect; % is scaled to controls: 0 for no effect and ±100 for the full control effect; nearly all actives have a fitted effect of over 65% in size
#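 IDH1-R132H (0.5 ug/mL dispensed) in pH 7.5 Tris buffer was preincubated 30 min with compound, then given a substrate mix of 0.016 mM NADPH and 2 mM alpha-KG for 80 min at room temperature; remaining NADPH was read by diaphorase/resazurin fluorescence.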
# D2 ag: D2 dopamine receptor (human) agonism | P14416 | HEK293 T-REx D2 cells, calcium flux agonist mode | activation, % at 2 µM | 340,000 tested, 0.53% active | AID 485358;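 active = activation over 3 SD above normal in the single-dose calcium agonist read, cut at about 30% in these data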; also: 0% is about no effect
# Target sequence (P14416 whole entry, looked up): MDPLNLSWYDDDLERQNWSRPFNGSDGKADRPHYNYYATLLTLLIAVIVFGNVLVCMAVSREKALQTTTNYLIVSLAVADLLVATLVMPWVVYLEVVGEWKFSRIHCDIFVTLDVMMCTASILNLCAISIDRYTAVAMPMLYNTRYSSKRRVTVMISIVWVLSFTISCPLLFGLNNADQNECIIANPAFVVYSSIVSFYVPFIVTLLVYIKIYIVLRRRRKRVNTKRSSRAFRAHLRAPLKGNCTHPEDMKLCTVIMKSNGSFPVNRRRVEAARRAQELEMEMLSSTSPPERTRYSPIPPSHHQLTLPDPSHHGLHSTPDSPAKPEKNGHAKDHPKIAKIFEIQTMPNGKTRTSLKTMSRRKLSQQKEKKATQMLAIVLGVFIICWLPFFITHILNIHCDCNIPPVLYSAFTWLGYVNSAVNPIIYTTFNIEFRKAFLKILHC
#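 Agonism scored from kinetic calcium signal (1 read/sec, 180 s) following compound pin transfer, after a 10 s baseline. Cells: HEK293 Trex line expressing inducible D2 receptor coupled to calcium, dye-loaded after overnight culture at 30 C.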
# rTrxR1 inhibitor: inhibitors of rat thioredoxin reductase 1; recombinant rTrxR1, NADPH fluorescence consumption, selenite substrate; Potency, µM (series often up to 114 µM), for the others: at the top dose activity change, negative = inhibition, hits mostly inhibitors; 390,000 tested, 1% active; also: potency is read from the fitted curve at half-maximal effect; % is scaled to controls: 0 for no effect and ±100 for the full control effect; nearly all actives have a fitted effect of over 65% in size
#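 Rat TrxR1 (90 nM in the dispensed reagent) was pre-reduced with 400 uM NADPH for 5 min at room temperature, then incubated with compound for 15 min. After 400 uM selenite was added, NADPH fluorescence (Ex 340/Em 450 nm) was followed for 8 min.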
# USP1 inh: USP1/UAF1 (human) deubiquitinase inhibition; AID 743255; recombinant USP1/UAF1, Ub-Rhodamine cleavage fluorescence; O94782; Potency, µM (doses to about 57.1 µM), inactives show at the highest dose activity change, negative = inhibition, most hits filed as inhibitors; 390,000 tested, 0.23% active; also: potency is read from the fitted curve at half-maximal effect; % is scaled to controls: 0 for no effect and ±100 for the full control effect; nearly all actives have a fitted effect of over 60% in size; inactives centre near -12
#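 1 nM enzyme complex + cpd, 15 min RT; start with Ub-Rho 150nM final; kinetic fluorescence ex 480/em 540, 6 reads q60 s. Buffer 50mM HEPES pH 7.8, 0.5mM EDTA, 0.1 mg/ml BSA, 1mM TCEP, 0.01% Tween-20.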
# TRHR enhancer: allosteric enhancers of human TRH receptor; enhancement, % at 2 µM; TRHR cells, fluo-8 calcium fluorescence, EC20 TRH enhancement; AID 493056; 360,000 tested, 0.66% active; in the data active = enhancement above about 30%; also: 0% is about no effect
#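 TRHR-expressing cells loaded with fluo-8 calcium dye were read kinetically (ex 480/em 530) during compound addition, then stimulated with an EC20 of TRH (10 nM final). Enhancement of the Gq-mediated intracellular calcium response was scored.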
# D2 antag: antagonists of human D2 dopamine receptor. HEK293 TREx D2 cells, calcium flux, dopamine EC80. inhibition, % at 10 µM. 340,000 tested, 2% active. P14416; in the data active = inhibition above about 30%; also: 0% is about no effect
#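 Read-out: kinetic calcium fluorescence (1 cycle/s) in inducible HEK293 T-REx D2 cells after an EC80 dopamine addition that followed 180 s compound preincubation. Loss of the dopamine response indicates antagonism.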
# * = called active by the depositor; ? = inconclusive; . = not tested or not shown; [ ] = remark or other dose. Unless noted, calls follow the shape of the dose curve; as a rule, active = well fitted inhibition curve with a large enough effect; inconclusive = small, poorly fitted or top-dose-only effect; inactive = no such curve, though single readings can be large or run the other way.
SMILES,TrxR1 substrate,PI4K2A block,TRHR agonist,mIDH1 inhibitor,D2 ag,rTrxR1 inhibitor,USP1 inh,TRHR enhancer,D2 antag
COC(=O)c1ccccc1OCC(=O)N1CCN(c2ccc(OC)cc2)CC1,4%,2,-2.3,4%,0.0,15%,-25%,7,24
Cc1nc(SCc2ccc(O)c([N+](=O)[O-])c2)c([N+](=O)[O-])[nH]1,-8%,0,0.2,5%,0.5,?,-5%,1,5
C/C(=N\NC(=O)Cn1cc([N+](=O)[O-])cn1)c1ccco1,3%,-3,0.1,3%,0.2,21%,-10%,8,-4
CC(=O)OC(/C(O)=C(\C#N)c1nc2ccccc2[nH]1)c1ccccc1 (stereo unspecified),18%,0,-0.3,-1%,-0.5,12%,?,-5,1
O=C(Cn1c(=O)[nH]c2ccsc2c1=O)N1CCN(c2ccc(F)cc2)CC1,7%[57.1 µM],42,0.5,7%,1.0,8%[57.1 µM],3%,0,12
CCOc1cc(CN2CCN(c3ccc(C(C)=O)cc3)CC2)ccc1OC,2%,14,.,0%,.,35µM*,-14%,.,.
N#CCc1ccc(NS(=O)(=O)c2ccc(N3CCCC3=O)cc2)cc1,4%[57.1 µM],0,-0.3,2%,-0.6,7%[57.1 µM],-13%,1,-19
Cc1ccc(F)c(NC(=O)c2ccc(Cn3cc(Cl)cn3)cc2)c1,-1%,-1,3.0,-3%,.,17%,-19%,3,.
O=C(Nc1ccc2ccccc2c1)c1cccc2ccccc12,12%[57.1 µM],-1,.,13%,.,4%[2.29 µM],-20%,.,.
O=C(Nc1ccccc1)N1CCCN(c2ccc(C(F)(F)F)cn2)CC1,4%,12,0.7,-8%,-0.8,16%,-17%,-14,26
CCOc1cc(-c2cc(C(=O)O)c3c(-c4ccccc4)[nH]nc3n2)ccc1O,-11%,1,-0.2,-2%,-0.3,-17%,-9%,13,.
Cc1ccc(CN2CCN(Cc3cn[nH]c3-c3cccc(F)c3)CC2CCO)o1 (stereo unspecified),6%,2,-0.7,3%,-0.4,21%[57.1 µM],-10%,4,-3

# 3 entries out of the list above, sorted by the value under TRHR enhancer, lowest first.
canonical_smiles | TrxR1 substrate | PI4K2A block | TRHR agonist | mIDH1 inhibitor | rTrxR1 inhibitor | USP1 inh | TRHR enhancer | D2 antag
CC(=O)OC(/C(O)=C(\C#N)c1nc2ccccc2[nH]1)c1ccccc1 (stereo unspecified) | 18% | 0 | -0.3 | -1% | 12% | ? | -5 | 1
Cc1ccc(F)c(NC(=O)c2ccc(Cn3cc(Cl)cn3)cc2)c1 | -1% | -1 | 3.0 | -3% | 17% | -19% | 3 | .
Cc1ccc(CN2CCN(Cc3cn[nH]c3-c3cccc(F)c3)CC2CCO)o1 (stereo unspecified) | 6% | 2 | -0.7 | 3% | 21%[57.1 µM] | -10% | 4 | -3

# Later entries:
SMILES,TrxR1 substrate,PI4K2A block,TRHR agonist,mIDH1 inhibitor,D2 ag,rTrxR1 inhibitor,USP1 inh,TRHR enhancer,D2 antag
COc1ccc(C(=O)NCc2ccon2)cc1OC1CCN(C(C)C)CC1,6%[57.1 µM],7,0.3,4%,0.7,26%[57.1 µM],-10%,6,3
O=C(O)c1ccccc1-c1ccccc1C(=O)NCc1ccccc1Cl,1%,-6,1.2,-12%,-0.2,13%,-5%,0,1
COc1cccc(CNC(=O)c2cc3ccccn3n2)c1,9%[57.1 µM],-8,0.5,-1%,1.2,2%[57.1 µM],-24%,12,-26
CC1(C)CC(=O)c2c(nn(-c3ccccc3)c2-c2ccncc2)C1,7%[57.1 µM],0,-0.4,1%,0.5,-2%[57.1 µM],-8%,4,-24
CN(C)NC(=S)Nc1ccc(S(=O)(=O)N2CCCCC2)cc1,3%[11.4 µM],-2,0.9,-7%,0.3,13%[11.4 µM],6%,-1,-6
O=C(NCCC1=CCCCC1)c1cnsn1,5%,5,-1.0,3%,-0.1,8%,-15%,-4,0
COc1cc(NC(=O)c2nnn(CC(=O)Nc3cc(C)ccc3C)c2N)cc(OC)c1,3%,3,-0.3,-6%,0.9,18%,-19%,18,.
CCOC(=O)C(=O)c1c(-c2ccccc2)nc2ccccn12,11%,-9,-0.7,0%,-1.1,25%,-13%,-4,3
CC(Sc1ncccn1)C(=O)NNC(=O)c1cccc(Cl)c1 (stereo unspecified),-3%,3,.,4%,.,6%,3%,.,.
CCOC(=O)NN1C(=O)c2ccccc2NC1C (stereo unspecified),121%[activator],-4,0.4,3%,-0.6,2%,-4%,-8,-2
COc1ccc(C(=O)NCCCN2CCOCC2)cc1OC,-10%,3,-0.2,-3%,-0.4,-13%,-13%,1,-13
C/C(CC(=O)Nc1ccc2c(c1)OCCO2)=N\NC(=O)COc1ccc(C)cc1Br,4%,0,0.1,2%,0.5,0%,-13%,3,-12

# rTrxR1 inhibitor, hit marks shown above.
compound | TrxR1 substrate | PI4K2A block | TRHR agonist | mIDH1 inhibitor | rTrxR1 inhibitor | USP1 inh | TRHR enhancer | D2 antag
CCOc1cc(CN2CCN(c3ccc(C(C)=O)cc3)CC2)ccc1OC | 2% | 14 | . | 0% | 35µM* | -14% | . | .

# Next entries
SMILES,TrxR1 substrate,PI4K2A block,TRHR agonist,mIDH1 inhibitor,D2 ag,rTrxR1 inhibitor,USP1 inh,TRHR enhancer,D2 antag
Cc1[nH]c2ccccc2c1SCc1ccccc1,0%[57.1 µM],2,0.3,13%,0.2,6%[57.1 µM],1%,-1,6
O=C(CCl)N(Cc1cc(=O)[nH]c2ccccc12)c1ccccc1,13%[57.1 µM],-3,0.3,0%,-0.4,?,?,0,-5
CCCN1CCN(CCCNC(=O)c2ccc(CS(=O)c3ccccc3C)o2)CC1 (stereo unspecified),-1%,1,1.2,-9%,0.7,10%,-7%,1,-4
C=C(C)CNC(=S)N/N=C/c1c(F)cccc1F,-2%,3,-1.4,-3%,1.3,0%,-11%,-5,-9
COc1ccc(CNC(=O)CN2C(=O)C(c3ccccc3)Oc3cccnc32)cc1 (stereo unspecified),-2%[57.1 µM],-12,0.0,-10%,.,3%[57.1 µM],3%,-9,.
COc1ccc(N2CCN(c3nc(NC(C)(C)C)nc(N4CCCCC4)n3)CC2)cc1,6%[57.1 µM],-4,-5.0,0%,0.1,13%[57.1 µM],-23%,6,-1
Cc1ccc(NC(=O)CCNC(=O)c2ccco2)cc1F,8%[57.1 µM],2,-0.2,0%,0.4,8%[57.1 µM],-1%,13,6
O=C(NC1=NCCS1)c1cccc(N2C(=O)c3ccccc3C2=O)c1,-4%,1,0.5,-12%,-0.6,8%,-6%,22,1
Cc1noc(NS(=O)(=O)c2ccc(NC(=O)c3cnc4n(c3=O)CCS4)cc2)c1C,-3%,-4,0.2,7%,0.1,1%,-5%,3,10
COc1ccccc1-c1nc(SCc2ccccn2)n[nH]1,-10%,-9,1.4,0%,0.5,-11%,4%,-5,-26
COC(=O)C1CN(C(=O)C(C)Oc2ccccc2F)c2ccccc2O1 (stereo unspecified),10%,4,-1.2,18%,-1.9,30%,-25%,0,2
CCN(CC(=O)NCc1cccs1)S(=O)(=O)c1cccc(Br)c1,-3%,2,-0.1,-10%,0.7,11%,-23%,-14,10
CCCSc1nnc(N2C(=O)CC(c3ccsc3)C3=C2CCCC3=O)s1 (stereo unspecified),4%[57.1 µM],2,0.1,-8%,-0.1,5%[57.1 µM],-13%,-1,12
CC(C)OC(=O)NS(=O)(=O)c1cccc([N+](=O)[O-])c1,1%,1,0.4,2%,1.4,5%,1%,-1,-8
CCn1c(CSc2nccn2C)nc2cc(C(=O)O)ccc21,9%,-2,-1.5,9%,0.0,10%,?,-4,-7
COc1c(OC(C)=O)c(=O)n2c3ccccc3c3ccnc1c32,36%[activator][57.1 µM],-2,0.0,24%,0.6,6%[57.1 µM],-15%,-7,8
COC(=O)c1ccc[n+](CC(=O)c2ccc(Br)cc2)c1,-2%,-3,-0.2,2%,2.6,-7%,-13%,-6,-7
CSC1=C(C#N)C(c2ccc3c(c2)OCO3)C2=C(CCCC2=O)N1 (stereo unspecified),-16%,1,-0.1,1%,-0.6,-22%,6%,-1,-8
COc1ccccc1Cc1nc2ccccc2nc1SCC(=O)N1CCN(c2ccccc2)CC1,5%[57.1 µM],0,0.1,4%,1.0,26%[57.1 µM],6%,-2,.

# Reprinted at random: 7 entries already listed, in no set order.
SMILES,TrxR1 substrate,PI4K2A block,TRHR agonist,mIDH1 inhibitor,D2 ag,rTrxR1 inhibitor,USP1 inh,TRHR enhancer,D2 antag
COc1ccccc1Cc1nc2ccccc2nc1SCC(=O)N1CCN(c2ccccc2)CC1,5%[57.1 µM],0,0.1,4%,1.0,26%[57.1 µM],6%,-2,.
CCCSc1nnc(N2C(=O)CC(c3ccsc3)C3=C2CCCC3=O)s1 (stereo unspecified),4%[57.1 µM],2,0.1,-8%,-0.1,5%[57.1 µM],-13%,-1,12
COC(=O)c1ccc[n+](CC(=O)c2ccc(Br)cc2)c1,-2%,-3,-0.2,2%,2.6,-7%,-13%,-6,-7
CSC1=C(C#N)C(c2ccc3c(c2)OCO3)C2=C(CCCC2=O)N1 (stereo unspecified),-16%,1,-0.1,1%,-0.6,-22%,6%,-1,-8
CCn1c(CSc2nccn2C)nc2cc(C(=O)O)ccc21,9%,-2,-1.5,9%,0.0,10%,?,-4,-7
COc1c(OC(C)=O)c(=O)n2c3ccccc3c3ccnc1c32,36%[activator][57.1 µM],-2,0.0,24%,0.6,6%[57.1 µM],-15%,-7,8
CC(C)OC(=O)NS(=O)(=O)c1cccc([N+](=O)[O-])c1,1%,1,0.4,2%,1.4,5%,1%,-1,-8

# Screening data deposited in PubChem by National Center for Advancing Translational Sciences (NCATS).
